# MgcRacGAP inhibition: MgcRacGAP GTPase-activating activity inhibitors, confirmation, biochemical, ADP Hunter fluorescence; MgcRacGAP-stimulated Rac1 GTP hydrolysis, ADP Hunter fluorescence; higher % means a stronger effect; GST-tagged Rac1 F28L mutant substrate; one-dose inhibition, % at 30 µM; IC50 in µM for titrated hits; hit rate 0.6% among 340,000;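 active means first-screen hits whose inhibition reached a set limit at any dose in the follow-up dose series; inconclusive means inhibition above the set first-screen limit but never retested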;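 further: fluorescence reports GDP produced by GAP-driven GTP hydrolysis; strong numbers were not always called active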
# NTR1 agonist: NTR1-driven beta-arrestin-GFP spot formation – imaging, U2OS cells, high content, primary screen (AID 493036). P30989. agonist mode. activation, % at 20 µM. hit rate 0.17% among 330,000;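 active means activation at or above 40% of the spot to cytoplasm intensity ratio, with at least 20 cells analyzed; inconclusive means wells under 20 cells, flagged as cytotoxic or low count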;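 further: 0% = DMSO without peptide and 100% = 100 nM NTR1 peptide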
# Target sequence (P30989 whole entry, looked up): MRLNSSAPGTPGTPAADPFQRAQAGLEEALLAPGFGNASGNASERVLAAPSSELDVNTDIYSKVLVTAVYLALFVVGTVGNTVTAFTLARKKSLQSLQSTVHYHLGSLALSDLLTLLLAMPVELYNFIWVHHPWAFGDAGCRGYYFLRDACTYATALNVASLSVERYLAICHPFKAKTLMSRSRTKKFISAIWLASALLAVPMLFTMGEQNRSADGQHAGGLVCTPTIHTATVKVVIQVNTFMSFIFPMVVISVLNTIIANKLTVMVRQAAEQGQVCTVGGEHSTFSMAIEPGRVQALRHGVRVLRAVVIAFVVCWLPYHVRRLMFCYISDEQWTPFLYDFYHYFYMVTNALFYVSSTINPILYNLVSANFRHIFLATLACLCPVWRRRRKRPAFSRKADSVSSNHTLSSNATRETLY
# West Nile antiviral: West Nile virus antiviral activity, cell-based, CPE readout (AID 1621). West Nile virus-infected cells, CPE inhibition; higher % means a stronger effect. CPE inhibition, % at 10 µM; hits with a dose series show IC50 in µM. hit rate 0.02% among 290,000; in the data active means a potency from the dose series; inconclusive means CPE inhibition mostly from about 3.7% at the one dose, without a potency; inactive means the rest, 99 in 100 with CPE inhibition below about 2.2%; further: strong numbers were not always called active
# RSV CPE inhibition: RSV antiviral activity via CPE protection, HEp-2 cells, primary 10 µM value included (AID 2391) | HEp-2 cells, RSV-induced CPE inhibition; higher % means a stronger effect | hit rate 0.13% among 310,000 | CPE inhibition, % at 10 µM, or IC50 in µM where a hit was titrated; in the data active means a potency from the dose series; inconclusive means CPE inhibition mostly from about 23% at the one dose, without a potency; inactive means the rest, 99 in 100 with CPE inhibition below about 21%; further: strong numbers were not always called active
# K1F lysis inhibition: inhibition of K1F phage lysis, E. coli UTI89, bacterial capsule biogenesis inhibitors, alamar blue (AID 488966); hit rate 0.02% among 340,000; E. coli UTI89 K1F phage lysis, alamar blue, 2 h; higher % means a stronger effect; one-dose inhibition, % at 100 µM; IC50 in µM for titrated hits;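 active means phage lysis inhibition, versus mean bacterial control, above a set limit; inconclusive means no clear call, values can overlap the other calls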;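 further: capsule biogenesis inhibitors block K1F phage lysis so surviving cells raise fluorescence; higher fluorescence means more inhibition of phage lysis; actives were called in the ten point dose series up to 300 µM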
# SIAH1 antagonists: Siah-1 peptide-binding antagonists, primary screen, biochemical, fluorescence polarization, rhodamine-plectin, uHTS (AID 1817); Siah-1 / rhodamine-plectin peptide fluorescence polarization; higher % means a stronger effect; one-dose displacement, % at 20 µM; IC50 in µM for titrated hits; hit rate 0.02% among 290,000;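 active means displacement of at least 50% at 20 µM, with a fluorescence ratio check between 0.3 and a set limit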;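 further: plate controls were Siah plus tracer with DMSO for no effect and tracer alone without Siah for full effect; strong numbers were not always called active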
# Dengue-2 NS5 capping: Dengue-2 NS5 methyltransferase inhibitors, primary screen, biochemical, confirmation dose response (AID 588689) | inhibition, % at 25 µM, or IC50 in µM where a hit was titrated | hit rate 0.3% among 340,000 | Dengue-2 NS5 methyltransferase capping enzyme assay, biochemical; higher % means a stronger effect; in the data active means a potency from the dose series; inconclusive means inhibition above about 29% without an active follow-up result
# AID2073: disruptors of CaV2.2 binding to Mint1 – biochemical, HTRF (AID 2073) | HTRF protein-protein interaction, Mint1-CaV2.2; higher % means a stronger effect | inhibition, % at 20 µM; hits with a dose series show IC50 in µM | hit rate 0.19% among 290,000; in the data active means inhibition mostly above about 51%, no sharp cut-off; inconclusive means no clear call, values can overlap the other calls; inactive means mostly below about 53%; further: some results filed as inactive read as strong as hits
# Large T inhibition: SV40 large T antigen inhibitors, biochemical (AID 1903). hit rate 0.39% among 310,000. inhibition, % at 20 µM, or IC50 in µM where a hit was titrated. SV40 large T antigen ATPase/helicase inhibition assay; higher % means a stronger effect; in the data active means a potency from the dose series; inconclusive means inhibition mostly from about 32% at the one dose, without a potency; inactive means the rest, 99 in 100 with inhibition below about 32%; further: strong numbers were not always called active
# NTR1 agonist cell count 20 µM: recorded beside NTR1 agonist, whose call it bears; cell count; measured here: cell count, cytotoxicity flag
# Dengue-2 NS5 capping pilot replicate: also measured in Dengue-2 NS5 capping; calls as there; inhibition, %; measured here: pilot screen replicate inhibition
# Starred values were filed as active, the others as inactive; i = inactive; ? = inconclusive; nt = no result given; [ ] = dose if it differs, or a comment. The order is random; about 1.6% have a hit in one of these screens.
SMILES,MgcRacGAP inhibition,NTR1 agonist,NTR1 agonist cell count 20 µM,West Nile antiviral,RSV CPE inhibition,K1F lysis inhibition,SIAH1 antagonists,Dengue-2 NS5 capping,AID2073,Large T inhibition,others
CCn1nnc(NC(=O)COc2ccc(C3CCCCC3)cc2)n1,6.5%,3.1,60,0.9%,2.9%,6.1%,1.8%,-2.4%,-0.6%,0.6%,
CC1CCN(CC(=O)Nc2ccccc2C(=O)c2ccccc2)CC1,4.4%,0.0,89,-1.3%,-1.0%,i,2.7%,nt,8.0%,9.1%,
COC(=O)C1=C(O)/C(=C\c2ccc(OCC(=O)Nc3ccc(OC)cc3)cc2)N=C1C,11.7%,0.8,60,-0.2%,1.5%,0.2%,2.2%,8.6%,7.3%,7.2%,
CC(C(=O)NCCc1nc2ccccc2[nH]1)n1cc([N+](=O)[O-])cn1 (stereo unspecified),6.7%,-0.2,65,0.4%,3.0%,0.5%,-5.4%,5.3%,-4.5%,2.2%,
CC1CCN(c2ccc(NC(=O)c3ccc(Br)o3)cc2)CC1,8.3%,0.5,84,-0.3%,2.5%,0.0%,3.6%,-5.8%,1.7%,25.4%,
CCOC(=O)c1c(NC(=O)c2c(C(=O)O)cccc2[N+](=O)[O-])sc(C)c1C,5.6%,-0.8,43,1.6%,-1.3%,0.7%,14.6%,-4.7%,-10.8%,6.4%,
COc1cc2oc(=O)cc(-c3ccc(-c4ccc(OC(F)(F)F)cc4)cc3)c2c(OC)c1OC,7.2%,14.2,52,nt,nt,0.1%,nt,-1.0%,nt,nt,Dengue-2 NS5 capping pilot replicate=-3.6
C[C@@H]1C=C(C(=O)NC2CC2)O[C@H](OCc2ccc(CO)cc2)C1,7.6%,0.3,57,0.3%,1.4%,1.9%,11.5%,-3.5%,5.8%,13.1%,
Cc1nn(Cc2ccc(Cl)c(Cl)c2)c(C)c1NC(=O)c1cn(-c2ccccc2)nc1-c1ccccc1,2.9%,-0.5,57,0.6%,21.9%,2.0%,4.9%,-9.6%,7.3%,2.7%,
COc1ccc(C(=O)NCC(c2cccnc2)N2CCN(c3ccc(F)cc3)CC2)cc1OC (stereo unspecified),10.6%,15.9,63,-0.5%,0.9%,-0.3%,5.1%,-0.7%,1.6%,10.8%,
COc1ccc(/C=C/C(=O)Nc2ccc(-c3nnc4n3CCCCC4)cc2)c(OC)c1,1.8%,1.4,38,-0.1%,16.6%,6.4%,-5.8%,-4.4%,4.4%,12.7%,
Cc1ccc(-c2csc(Cc3nc(-c4ccc5c(c4)CCC(=O)N5)cs3)n2)cc1,12.4%,1.9,57,-0.3%,?,-0.6%,8.4%,-5.1%,19.3%,15.4%,
COc1cc(-c2nnc(COC(=O)c3ccc(C)o3)o2)cc(OC)c1OC,3.1%,-2.6,77,nt,0.9%,1.1%[50 µM],nt,-4.0%,nt,nt,
COC(=O)CCC(=O)OC1(C)C(=O)C=C2C=C(C3CC3)N(C3CCCCC3)C=C2C1=O (stereo unspecified),10.7%,2.2,91,-0.2%,2.2%,1.3%,-2.4%,12.7%,-3.7%,8.9%,
O=C(N/N=C/c1cc(Br)cc(Cl)c1O)c1ccc2c(c1)OCO2,5.9%,1.8,39,nt,nt,0.5%,nt,-21.7%,nt,4.6%,
CCOCCn1c(COc2ccc(C)cc2)nc2ccccc21,6.2%,1.4,44,-1.3%,15.8%,3.6%[50 µM],-1.1%,-10.4%,24.5%,-3.5%,
S=c1[nH]nc(-c2ccccn2)n1/N=C/c1ccc(Cl)c(Cl)c1,nt,2.7,55,-0.2%,4.3%,nt,3.2%,nt,-54.6%,12.4%,
Cc1ccc(NC(=O)CCc2ccc(S(=O)(=O)N3CCOCC3)cc2)c(O)c1,17.5%,-1.5,45,nt,nt,-3.0%,nt,10.9%,nt,nt,
O=C(O)C1C2CC2CN1C(=O)c1ccc(Cl)cc1 (stereo unspecified),nt,0.3,36,0.8%,2.9%,nt,-2.4%,nt,1.6%,7.9%,
CC(C)CC(OC(=O)c1nsc(Cl)c1Cl)C(=O)NCc1cccs1 (stereo unspecified),3.8%,-1.2,90,0.6%,0.6%,0.6%,0.2%,2.4%,-1.2%,1.7%,
Cc1sc2nc(CC(=O)NN)[nH]c(=O)c2c1C,7.4%,4.0,35,0.2%,-1.2%,0.2%,2.2%,-3.9%,-51.3%,14.2%,
CCOC(=O)C1CCCN(S(=O)(=O)CCNC(=O)c2ccc3c(c2)OCO3)C1 (stereo unspecified),7.3%,-1.4,68,nt,-0.4%,2.2%[50 µM],nt,2.9%,nt,3.4%,
Cc1ccc(S(=O)(=O)N(CC(=O)N2CCC(C(N)=O)CC2)c2cccc(C(F)(F)F)c2)cc1,1.0%,-0.6,34,-0.1%,0.0%,7.2%,0.8%,-1.4%,1.2%,7.0%,
COCCCNC(=O)c1c(N)n(-c2ccc3c(c2)OCO3)c2nc3ccccc3nc12,5.0%,3.9,47,0.8%,0.9%,2.1%,-1.3%,-2.4%,-9.0%,3.0%,
Cc1cccc(C)c1OCc1cc(C(=O)NCc2cn(C)nc2C)no1,6.5%,-0.3,49,-0.9%,3.1%,2.4%[50 µM],1.2%,-1.9%,-5.5%,9.8%,
O=C(c1cn[nH]c1)c1cc(F)ccc1O,0.8%,0.5,42,0.1%,6.2%,-0.8%,3.0%,-4.2%,-0.7%,6.5%,
Cc1ccc(CCNC(=O)c2nn(C)c3c2CS(=O)(=O)c2ccccc2-3)cc1,-3.9%,-0.8,64,-0.4%,3.0%,0.2%,5.0%,-2.8%,9.1%,7.9%,
CCCc1[nH]c2ccc(C#N)cc2c1CCC,5.7%,7.2,96,?,1.5%,-0.9%,2.8%,-5.5%,8.9%,7.8%,
Cc1cc(C(=O)CCC(=O)N2CCN(S(=O)(=O)c3ccccc3)CC2)c(C)s1,10.9%,0.2,59,nt,-2.1%,0.3%[50 µM],nt,-1.4%,nt,4.2%,
Cn1c(SCC(=O)Nc2cc([N+](=O)[O-])ccc2F)nnc1C(F)(F)F,8.1%,-0.5,47,-0.5%,1.1%,2.4%[50 µM],-0.2%,4.8%,11.8%,13.6%,
CCCCNC(=O)c1cnc2n(c1=O)CCS2,8.2%,-2.3,68,-0.4%,1.5%,0.9%,3.7%,-3.2%,-5.1%,-1.5%,
COc1ccc(CCN(C)C(=O)c2cc(=O)c3ccccc3o2)cc1OC,1.3%,-0.5,38,-0.4%,1.2%,0.4%,-0.8%,3.2%,1.9%,9.9%,
COc1ccc(OC(C)C(=O)N2CCC(C)CC2)cc1 (stereo unspecified),5.0%,-1.9,69,0.5%,1.8%,0.5%,-2.0%,0.6%,-2.0%,3.9%,Dengue-2 NS5 capping pilot replicate=-1.2
O=C(Cc1ccc(Cl)cc1)Nc1ccc(NC(=O)c2cccs2)cc1,4.9%,-0.4,84,0.6%,2.0%,0.3%,14.9%,3.5%,41.8%,2.4%,
CCC(C)n1c(-c2cccc(S(=O)(=O)N3CCOCC3)c2)n[nH]c1=S (stereo unspecified),8.1%,-0.1,66,nt,nt,1.2%[50 µM],nt,-3.6%,nt,nt,
COc1ccc(OC)c(-n2c(Cn3c(-c4ccccn4)nc4ccccc43)n[nH]c2=S)c1,8.3%,-1.3,89,0.6%,1.5%,0.0%,-1.9%,-8.0%,-5.8%,2.3%,
Cc1nc2ccccc2c(=O)n1/N=C/c1ccc(O)cc1O,2.2%,0.4,37,0.7%,1.4%,3.3%,-0.5%,-0.7%,11.3%,5.8%,
CSc1ncccc1C(=O)OCc1ccccc1F,12.9%,-0.2,40,0.3%,1.5%,1.2%,8.1%,5.6%,-2.9%,3.9%,
CCOc1ccc(NC(=O)NNC(=O)c2cccnc2)cc1,6.0%,-0.6,59,0.4%,-0.3%,-0.1%,-6.8%,-5.8%,26.5%,4.8%,
O=P(C1=C(N2CCOCC2)/C(=C\c2ccccc2)CC1)(N1CCOCC1)N1CCOCC1,0.8%,-0.4,59,-0.1%,0.9%,1.8%,5.4%,-1.4%,4.6%,9.0%,
Cc1onc(-c2c(Cl)cccc2Cl)c1-c1nnc(-c2ccc(Cl)cc2)o1,10.2%,-0.6,35,-1.3%,2.0%,1.2%,2.0%,-0.8%,-2.3%,3.7%,
Cn1c(=O)c2c(nc(N3CCOCC3)n2C)n(C)c1=O,15.8%,0.1,42,-0.1%,-2.0%,1.3%,2.1%,-6.6%,-0.3%,3.0%,
Cc1noc(C)c1C(c1ccccc1)S(=O)(=O)c1ccccc1 (stereo unspecified),4.6%,0.7,46,-0.9%,0.4%,8.6%,-2.4%,-5.0%,2.0%,-4.1%,
C=CS(=O)(=O)c1sc(Cl)c(N2CCOCC2)c1[N+](=O)[O-],1.3%,nt,nt,0.3%,nt,1.1%,-3.0%,11µM*,9.0%,28.6%,
COc1ccc(NC(=O)N2CCCCCC2)cc1,7.4%,0.3,51,0.2%,2.5%,0.3%,-1.3%,-5.2%,9.2%,9.5%,
Cc1sc2nc(C3CC3)nc(N3CCN(S(=O)(=O)c4ccc(F)cc4)CC3)c2c1C,-6.8%,1.3,55,0.7%,0.3%,0.8%,3.5%,1.4%,26.5%,4.2%,
O=C(NCc1cccnc1)C1c2ccccc2C(=O)N1C1CCCCCCC1 (stereo unspecified),8.0%,-1.3,40,0.1%,0.6%,1.0%,4.8%,3.2%,-2.5%,2.3%,
Cc1cc(C)nc(SCNC(=O)c2ccccc2)n1,1.8%,-0.3,78,0.2%,-0.7%,1.0%,0.3%,-6.4%,40.8%,20.3%,
Cc1cc(C(=O)O)c(CSc2ncn[nH]2)o1,5.8%,1.0,40,-0.3%,2.1%,0.4%,-4.3%,-1.9%,-7.8%,17.1%,
O=CN1Cc2[nH]c3ccccc3c2N(c2ccc(Cl)cc2)C1=O,1.4%,2.7,64,-0.2%,-2.1%,0.1%,2.1%,5.2%,12.0%,11.5%,
N#CCCCSc1nnc(Cc2ccc3c(c2)OCO3)o1,-2.4%,-2.5,97,-1.0%,0.2%,3.5%,10.3%,1.6%,-0.9%,2.0%,

# Bioassay records from PubChem.
